PV pol inh – inhibitors of poliovirus RNA polymerase binding and polymerization; P03300; poliovirus polymerase elongation, fluorescence polarization; hits give low values; % elongation, % (compound at 16.7 µg/mL); actives 0.66% (n = 150,000); AID 588519; in the data active = % elongation below about 90%; also: some results filed as inactive read as strong as hits
Target sequence (P03300 1749-2209 limits assumed): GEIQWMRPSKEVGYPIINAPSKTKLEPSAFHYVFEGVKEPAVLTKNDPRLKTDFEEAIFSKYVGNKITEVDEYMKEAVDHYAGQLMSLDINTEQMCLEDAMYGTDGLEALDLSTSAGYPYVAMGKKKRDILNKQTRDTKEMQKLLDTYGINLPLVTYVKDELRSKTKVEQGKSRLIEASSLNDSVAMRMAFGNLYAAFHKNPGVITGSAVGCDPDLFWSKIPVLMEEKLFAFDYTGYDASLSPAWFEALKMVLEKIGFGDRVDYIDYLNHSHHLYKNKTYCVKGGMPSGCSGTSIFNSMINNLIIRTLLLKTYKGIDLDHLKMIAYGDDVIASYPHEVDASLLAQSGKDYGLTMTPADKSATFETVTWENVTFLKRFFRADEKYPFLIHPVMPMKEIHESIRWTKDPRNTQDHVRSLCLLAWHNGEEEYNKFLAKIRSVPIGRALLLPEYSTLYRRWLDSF
PV pol inh FP z-score – further read-out of PV pol inh, marked with its call; z-score; measured here: FP z-score; hits read low
The depositor's hits bear a star; & = joins results of further samples. The list is partial; the hit share may differ from the screen's.

structure	PV pol inh	PV pol inh FP z-score
c1ccc(C2N3CCCN2CC3)cc1 (stereo not given)	104	0.6
N#CC(C(N)=O)C(=S)Nc1ccccc1 (stereo not given)	99	-0.2
O=C(O)c1cccc(Nc2nc3ccccc3n3cnnc23)c1	101	-0.1
CC(C)c1ccc(OCC(=O)N(Cc2cccs2)C2CCS(=O)(=O)C2)cc1 (stereo not given)	107	0.6
Cc1ccc(NC(=O)c2ccc(=O)n(CC(=O)Nc3cccc(C)c3)n2)cc1	108	0.3
CC(Nc1ccc(-n2cnnn2)cc1)C(=O)Nc1ccc2c(c1)OCCO2 (stereo not given)	102	0
Cc1ccc2oc(=O)c3cnn(CC(=O)N4CCN(c5ccc(F)cc5)CC4)c3c2c1	101	-0.4
CCOC(=O)N1CCN(C(=O)CN(c2cc(C(F)(F)F)ccc2Cl)S(C)(=O)=O)CC1	101	-0.1

In a second layout: results already given
Fields – PV pol inh	PV pol inh FP z-score
- Cc1ccc(NC(=O)c2ccc(=O)n(CC(=O)Nc3cccc(C)c3)n2)cc1
  108	0.3
- CC(Nc1ccc(-n2cnnn2)cc1)C(=O)Nc1ccc2c(c1)OCCO2 (stereo not given)
  102	0
- N#CC(C(N)=O)C(=S)Nc1ccccc1 (stereo not given)
  99	-0.2
- CCOC(=O)N1CCN(C(=O)CN(c2cc(C(F)(F)F)ccc2Cl)S(C)(=O)=O)CC1
  101	-0.1

Continued:
structure	PV pol inh	PV pol inh FP z-score
CC1(C)CC2CC(C)(CN2C(=O)COC(=O)c2ccccc2)C1 (stereo not given)	102	0.3
O=C(NCCC1=CCCCC1)C1COc2ccccc2O1 (stereo not given)	99	-0.6
COc1cccc(CNC(=O)CC(c2ccc(C)cc2)N2Cc3ccccc3C2=O)c1 (stereo not given)	109	0.4
CC1CCN(C(=O)COC(=O)c2ccc(OC(F)(F)F)cc2)CC1	102	-0.1
CCC(C)NC(=O)CSc1nc2ccsc2c(=O)n1Cc1ccc(OC)cc1 (stereo not given)	101	-0.4
CCOC(=O)NC(=S)c1ccc(OC)cc1	82*	-4.4*
Cc1cccc(-c2cc3nc(C)c(C)c(N4CCC5(CC4)OCCO5)n3n2)c1	109	1.4
CN(C)S(=O)(=O)c1cccc(C(=O)N2CCN(C(=O)C3CCCO3)CC2)c1 (stereo not given)	102	-0.1
Cc1nc(N2CCCC2)c2c(C(=O)Nc3ccc(Br)cc3F)c(C)oc2n1	105	-0.3
O=C(NCc1ccccc1)c1ccc(CS(=O)c2ccccc2)o1 (stereo not given)	102	0.2
CC(OC(=O)c1ccco1)C(=O)Nc1ccc(C(F)(F)F)cc1 (stereo not given)	103	-0.1
COC(=O)c1cccnc1SC	106	0.1
O=C1c2ccccc2NC(c2cccs2)N1CCCN1CCOCC1 (stereo not given)	101	0
COc1ccc(NS(=O)(=O)c2cccc(C(=O)N/N=C(\C)c3ccco3)c2)cc1	99	-0.3
NCCC(=O)OCC1CCCN2CCCCC12 (stereo not given)	102	-0.2
COc1ccc(NC(=O)C2=C(C)C(=O)OC23CCN(S(C)(=O)=O)CC3)c(OC)c1	99	-1.3

Copied from the list.
Under PV pol inh FP z-score, CCOC(=O)N1CCN(C(=O)CN(c2cc(C(F)(F)F)ccc2Cl)S(C)(=O)=O)CC1 is entered as -0.1
Under PV pol inh, O=C(O)c1cccc(Nc2nc3ccccc3n3cnnc23)c1 is entered as 101
Under PV pol inh, CC(Nc1ccc(-n2cnnn2)cc1)C(=O)Nc1ccc2c(c1)OCCO2 (stereo not given) is entered as 102

(further entries)
structure	PV pol inh	PV pol inh FP z-score
CCCN1C(=O)CSC1=Nc1ccccc1	102	0.3
Oc1cccc(Nc2ncnc3sc4c(c23)CCCC4)c1	103	-1.1
COc1ccc(C(=O)COC(=O)CCc2nc3ccccc3[nH]c2=O)cc1Br	103	-0.6
O=C1c2ccccc2C(=O)c2c1ncn2Cc1ccccc1	103	0.2
O=C1CCC(C(=O)Nc2ccccc2)N1 (stereo not given)	99	-0.8
CCOC(=O)c1cc(NC(=O)N2CCCC2)c(C)nc1C	106	0.5
CCOc1ccc(NC(=O)C2CCC(CNS(=O)(=O)c3ccc(Br)s3)CC2)cc1 (stereo not given)	104	-1.3
COCCNC(=O)CSc1nc2cc3c(cc2c(=O)n1Cc1ccc(C(=O)NCCc2ccc(OC)c(OC)c2)cc1)OCO3	101	-1
N#Cc1c(N)n(Cc2ccc(Cl)cc2)c2nc3ccccc3nc12	75*	-4.3*
CCC(C)/C(C)=N/Nc1ccc(Cl)cc1 (stereo not given)	131	4.3
O=C(COC(=O)C1=COCCO1)NC1CCCCCCC1	104	0.3
CCN(C(=O)[C@@H]1CCCN1C(=O)c1cccs1)c1nc2cc(Cl)ccc2s1	99	-0.6
CCCN1CCN(C(=O)C2CCS(=O)(=O)C2)CC1 (stereo not given)	106	1.5
O=S(=O)(c1ccc2c(c1)OCCO2)N1CCN(C(=S)Nc2cccc(Cl)c2)CC1	98	-0.8
CCCCCCn1c(=O)[nH]c2nc3cc(N)c(C)cc3nc2c1=O	93	-1.1
O=C(CN1C(=O)C2CC=CCC2C1=O)Nc1ccc(S(=O)(=O)NC2=NCCCCC2)cc1 (stereo not given)	110	1
CCOc1ccc(N(CC(=O)NC2CCCCCC2)S(=O)(=O)c2c(C)[nH]c(=O)[nH]c2=O)cc1	103	1.4
CSC(=Nc1cccc(C(F)(F)F)c1)SC	103	0.3
Cc1cccc(CSCC(=O)O)c1	104	0.4
CCN(CC)S(=O)(=O)c1ccc(C(=O)Nc2nccs2)cc1	99	0
CC1(C)Cc2c(sc3nc(NCCCO)[nH]c(=O)c23)CO1	100	0
Cc1ccc(-n2nc(C(=O)Nc3ccc(F)cc3Cl)c(=O)n(C)c2=O)cc1	108	0.3
CCOC(=O)c1oc2ccccc2c1CSc1nnc2n(Cc3ccc(C)cc3)c(=O)c3ccccc3n12	104	0.2
CCCCN1CCc2c1nc1ccc(Br)cc1c2N	102	0.1
O=C(CN1CCC(Cc2ccccc2)CC1)Nc1ccc2c(c1)OCO2	102	-0.1
Cc1ccc(-n2c(SCC(=O)N3CCCCC3)nc3c([nH]c4ccccc43)c2=O)cc1	99	-0.1
COc1ccc(NC(=O)CN2C(=O)C(C)Oc3ccccc32)cc1 (stereo not given)	101	-0.2
O=C(c1cnc2sc(N3CCCCC3)nn2c1=O)N1CCCC1	101	0.2
Cc1c(C(=O)Nc2nc3ccccc3s2)oc2c1C(O)CC(C)(C)C2 (stereo not given)	103	0.7
C=CCNC(=O)CCN1C(=O)COc2ccccc21	101	-0.3
Cc1ccc(C)c(Nc2cc(C(=O)NCCCN(C)C3CCCCC3)c3ccccc3n2)c1	105	-1
CCOC(=O)CSc1nc(-c2ccc(OCC)cc2)cc(C(F)(F)F)c1C#N	110	1.1
C=CCC1NCCc2c(Br)cccc21 (stereo not given)	104	0.8
CC(C)NC(=O)c1ccc(CS(=O)(=O)c2c(Cl)cccc2Cl)o1	98	-1.8
COc1ccccc1N1CCN(C(C)C(=O)Nc2ccccc2-c2ccccc2)CC1 (stereo not given)	107	0.4
N#CCn1c(CSc2nc3cc(Cl)ccc3n2Cc2ccccc2)nc2ccccc2c1=O	109	1
Cc1nnc(SC2CCN(S(=O)(=O)c3ccc(F)cc3)CC2)s1	101	-0.3
CSc1cccc(NC(=O)CN2C(=O)CCc3ccccc32)c1	99	-1.6
N#CCC(=O)NCCc1ccccc1	103	0.6
COc1ccc(Cl)cc1NC(=O)CSC1=Nc2ccccc2C2=NC(CCC(=O)NCc3ccco3)C(=O)N12 (stereo not given)	117	1.4
Cc1ccc(NCc2cccn2-c2nnc(N3CCC(C(=O)NCCc4ccccc4)CC3)s2)cc1	107	-0.8
COc1ccc(-n2nc3cc(C)c(NC(=O)c4ccc(-c5ccc(Br)cc5)o4)cc3n2)cc1	108	0.3
COC(=O)C(NC(=O)NC1CCCCC1)C(C)C (stereo not given)	103	1.1
CCC1(C)NC(=O)N(NC(=O)c2ccc(S(=O)(=O)N3CCCC3)cc2)C1=O (stereo not given)	100	-0.5
O=c1nc(N2CCOCC2)nc(Nc2ccc3ccccc3c2)[nH]1	99	-0.7
O=C(CSc1c2c(nc3ccc(Cl)cc13)CCCC2)N1CCN(c2cccc(Cl)c2)CC1	100	-0.7
COc1cc(-c2cc(OC)c3c(C)oc(C)c3c(=O)c2)ccc1OC(=O)c1cccc(C)c1	108	0.5
Cc1cccc(Oc2nc3c(C)cccn3c(=O)c2/C=C(\C#N)c2nc3ccccc3[nH]2)c1	116	2.1

Nothing new here: four of the compounds above.
structure	PV pol inh	PV pol inh FP z-score
CCC1(C)NC(=O)N(NC(=O)c2ccc(S(=O)(=O)N3CCCC3)cc2)C1=O (stereo not given)	100	-0.5
O=c1nc(N2CCOCC2)nc(Nc2ccc3ccccc3c2)[nH]1	99	-0.7
O=C(CSc1c2c(nc3ccc(Cl)cc13)CCCC2)N1CCN(c2cccc(Cl)c2)CC1	100	-0.7
COc1cc(-c2cc(OC)c3c(C)oc(C)c3c(=O)c2)ccc1OC(=O)c1cccc(C)c1	108	0.5

Additional structures:
structure	PV pol inh	PV pol inh FP z-score
CCN(CCC#N)c1ccc(CNCCCn2cnc3ccccc32)c(C)c1	96	-0.8
CCC(Sc1nc2n[nH]c(C)c2c(=N)n1-c1ccc(Br)cc1)C(=O)N(CC)CC (stereo not given)	105	0.4
O=c1oc2ccc(Br)cc2cc1-c1nc(-c2ccccc2)no1	103	-0.4
CCOC(=O)c1cnc2ccc(OC)cc2c1Nc1cccc(C(C)=O)c1	99	-0.9
CC1(NC(=S)NCCO)CCS(=O)(=O)C1 (stereo not given)	104	0.5
CN1CCC(N2CCCCC2)CC1	100	0
COCc1c(C(=O)NCc2nnc3ccccn23)oc2ccccc12	106	0.5
S=C(NCc1ccc2[nH]c3c(c2c1)CCCC3)Nc1ccccc1	104	0.8
Cc1cc(OCC(=O)Nc2sc3c(c2C#N)CCC(C)C3)ccc1Cl (stereo not given)	109	0.7
COc1ccc(S(=O)(=O)N2CCCC(c3nc4ccccc4c(=O)[nH]3)C2)cc1 (stereo not given)	100	-0.8
Cc1ccc(CCN2CC(C(=O)O)CC2=O)cc1 (stereo not given)	101	0.3
N/C(CSc1ccc(Cl)cc1)=N\S(=O)(=O)c1ccc(Cl)cc1	104	0
O=C(COC(=O)c1ccc2[nH]c3c(c2c1)CCCC3)NCc1ccco1	100	-0.3
C/C(=N\N=C(N)N)c1cccs1	101	0
CCCCN1Cc2cc(C(=O)c3cc(OC)ccc3O)cnc2NC1=O	108	0.9
Cc1cccc(NC(=O)COC(=O)CCCC2=NS(=O)(=O)c3ccccc3N2)c1	111	0.8
CC(C)c1ccc(NC(=O)c2cc(S(=O)(=O)NCc3ccccc3Cl)ccc2F)cc1	108	0.1
CCOC(=O)C1=C(Nc2ccc(OC)cc2)OCC1=O	100	-0.6
Cc1nc(-c2ccc(C)c(N3CCN(C(=O)Nc4ccccc4C(F)(F)F)CC3)c2)no1	110	0.5
CNC(=O)CN(C#N)c1nc(C)cc(C)n1	102	0.1
CCN(CC)C(=O)COc1c(-c2ccco2)oc2ccccc2c1=O	101	-0.5
Cc1ccc(Nc2cc(C(=O)NC3CCCC3)c3ccccc3n2)cc1C	103	-0.4
Cc1cc2oc(C(=O)Nc3nc(-c4ccccc4)ns3)c(C)c2cc1Cl	105	-0.2
CCOC(=O)c1c(NC(=O)c2cc(-c3ccc(Cl)cc3)on2)sc2c1CCCC2	84*	-3*
CSc1nnc(NC(=O)c2cccc3ccccc23)s1	103	0.9
CN(C)CCN(C)C	108	0.7
CCOC(=O)C1CCN(C(=O)Cc2cccc3ccccc23)CC1	101	-0.3
COc1ccc(N2CCN(C(=O)Nc3cn(CC(C)C)c(=O)c4ccccc34)CC2)cc1	108	0.3
NC(=S)Nc1ccc(C(F)(F)F)cc1Cl	105	0.3
CCOC(=O)c1scc(-c2ccc(C)cc2)c1S(=O)(=O)Nc1ccc(OC)c(Cl)c1	100	-1.6
Cc1cc(S(=O)(=O)Nc2ccc(-c3ccc(N4CCCCCC4)nn3)cc2)c(C)cc1Cl	104	-0.4
Cc1ccc2onc(CNC(=O)NCCN3CCc4ccccc4C3)c2c1	104	1.2
CCOC(=O)c1c(NC(=O)/C=C/c2ccc(C(C)C)cc2)sc2c1CCC2	102	-0.1
Cn1c2c(c3cc(C4CCCCC4)ccc31)C(=O)CCC2	101	-0.3
CCCCOc1cccc(C(=O)N2CCCCC2C)c1 (stereo not given)	100	0
O=C(OCc1cc(=O)oc2cc3c(cc12)CCC3)C1CC(=O)N(Cc2ccco2)C1 (stereo not given)	99	-0.9
CCOC(=O)c1c(Nc2ccc(Cl)cc2)cc(C)nc1C	103	0.2
O=C(CSc1nc(-c2ccc(Cl)cc2)nc2c1Cc1ccccc1O2)N1CCCCC1	105	0.4
O=C(CN1/C(=C(/O)c2ccccc2)C(=O)c2ccccc2S1(=O)=O)c1ccccc1	103	0.5
O=S(=O)(c1ccccc1)N1CCc2ccccc2C1	102	0.3
CC12CNC3(CO)CC1CCC32C (stereo not given)	103	0.3
CC(N)=NCc1cccc(CN)c1	103&103	0.9&0.9
COc1ccc(C2CC(=O)c3cc(-c4nc(-c5cccc([N+](=O)[O-])c5)cs4)c(=O)n(-c4ccc(C)c(C)c4)c3C2)cc1 (stereo not given)	112	1.7
C=CCn1c(=O)/c(=C/c2ccc3c(c2)OCO3)s/c1=C(/C#N)C(=O)C(C)(C)C	46	-8.2
COc1cc(CC#N)ccc1C	98	-0.4
CCOc1ccc(-c2c(C)nn3c(C)c(C(=O)NCCc4ccc(C)cc4)cnc23)cc1OCC	112	0.6
CN(C)c1ccc(/C=N/NC(=O)NC23CC4CC(CC(C4)C2)C3)cc1	104	0.8
COc1ccc(CCN(Cc2ccccn2)S(=O)(=O)c2ccc(C(C)(C)C)cc2)cc1OC	104	1.2
O=C1NC(=Nc2ccccc2)CS1	99	-0.6
COc1ccc(OC)c(-c2cc(C(=O)Nc3c(C)nn(Cc4ccc(C)cc4)c3C)no2)c1	104	0.1
Cc1cc2c(cc1NC(=O)CCc1ccccc1)n(C)c(=O)n2C	100	-0.2
